IDE exosite inh: exo-site inhibitors of human IDE, primary screen, biochemical, fluorescence anisotropy, probe displacement; Insulin-degrading enzyme (Homo sapiens), P14735; purified IDE, FL-6b probe fluorescence polarization; active compounds read low; z-score at 20 µM; actives 6.3% (n = 17,000); AID 1259349, 2017;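 active means z-score of -3 or lower, meaning strong loss of probe binding signal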;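 further: His-tagged human IDE residues 42-1019 made in E. coli with 30 nM FL-6b probe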
Target sequence (P14735 42-1019 limits assumed): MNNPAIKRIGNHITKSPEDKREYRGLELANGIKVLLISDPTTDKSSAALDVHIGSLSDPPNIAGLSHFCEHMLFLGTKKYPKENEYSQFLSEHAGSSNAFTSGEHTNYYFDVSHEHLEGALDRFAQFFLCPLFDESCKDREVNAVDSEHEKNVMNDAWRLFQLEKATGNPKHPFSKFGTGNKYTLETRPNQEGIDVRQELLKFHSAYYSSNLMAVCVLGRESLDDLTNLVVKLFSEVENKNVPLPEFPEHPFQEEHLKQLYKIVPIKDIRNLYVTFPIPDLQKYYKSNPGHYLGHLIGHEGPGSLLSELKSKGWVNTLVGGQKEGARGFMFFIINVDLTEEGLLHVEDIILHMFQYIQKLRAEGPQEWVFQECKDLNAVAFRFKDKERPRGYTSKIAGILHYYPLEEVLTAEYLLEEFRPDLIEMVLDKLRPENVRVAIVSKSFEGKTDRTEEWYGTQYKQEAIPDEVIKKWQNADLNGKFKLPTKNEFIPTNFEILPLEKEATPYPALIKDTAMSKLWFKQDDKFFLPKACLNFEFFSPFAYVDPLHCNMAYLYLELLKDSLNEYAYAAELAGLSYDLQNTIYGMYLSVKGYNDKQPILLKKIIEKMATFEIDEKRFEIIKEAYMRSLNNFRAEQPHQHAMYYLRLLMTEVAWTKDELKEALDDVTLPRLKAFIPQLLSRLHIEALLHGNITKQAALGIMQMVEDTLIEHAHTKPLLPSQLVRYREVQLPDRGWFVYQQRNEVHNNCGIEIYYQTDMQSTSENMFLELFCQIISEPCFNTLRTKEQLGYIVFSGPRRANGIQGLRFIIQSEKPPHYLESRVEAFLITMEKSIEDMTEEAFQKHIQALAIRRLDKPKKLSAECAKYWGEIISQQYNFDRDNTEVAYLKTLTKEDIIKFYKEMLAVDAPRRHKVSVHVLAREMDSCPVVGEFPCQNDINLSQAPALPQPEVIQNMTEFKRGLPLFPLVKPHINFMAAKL
* marks the source's active call; other numbers are inactive results; & = joins results of further samples; ! = a repeat was not active. The list is partial, so the mix of outcomes need not match the whole.

SMILES | IDE exosite inh
O=S(=O)(c1ccccc1F)N1[C@@H]2CNC[C@H]1C2c1ccc(-c2cccc(F)c2)cc1 (some centres undefined) | 3.09&5.39
N#C[C@@H]1[C@H](c2ccc(C3=CCCCC3)cc2)[C@H](CO)N1C(=O)NC1CCCC1 | 2.04
N#C[C@@H]1[C@@H](c2ccc(C#Cc3cccnc3)cc2)[C@@H](CO)N1C(=O)C1CCC1 | 3.68
COc1cccc(C#Cc2ccc([C@@H]3[C@@H](CO)N(C(=O)C4CCC4)[C@H]3C#N)cc2)c1 | 0.454
N#C[C@@H]1[C@H](c2ccccc2)[C@H](CO)N1S(=O)(=O)c1cccc(F)c1 | -0.312
O=C(NC[C@@H]1[C@H](c2ccccc2)[C@H](CO)N1CC1CCCC1)c1ccccc1 | 2.45
C/C=C/c1ccc([C@@H]2[C@H](CO)N3CCCCN(S(=O)(=O)c4cccc(C)c4)C[C@@H]23)cc1 | 3.44
NCC[C@H]1CC[C@@H](NS(=O)(=O)c2ccc(Cl)cc2)[C@H](CO)O1 | 0.818
O=C(Cc1cccnc1)N1CC(=O)N2[C@H](CO)[C@H](c3ccc(C4=CCCC4)cc3)[C@@H]2C1 | 0.892
CN1C(=O)c2cc(NS(=O)(=O)c3cccc(F)c3)ccc2OC[C@@H]2O[C@@H](CC(=O)NCCN3CCCCC3)CC[C@@H]21 | 1.1
CCc1cnc(N2[C@H](C#N)[C@@H](c3ccc(C#CCC4CCCC4)cc3)[C@@H]2CO)s1 | 3.4
COc1ccccc1NC(=O)N1C[C@H]2[C@@H](c3ccccc31)[C@H](CO)N2Cc1ccc2c(c1)OCO2 | 2.11
COCC(=O)N1CC(=O)N2[C@H](CO)[C@@H](c3ccc(-c4cccnc4)cc3)[C@H]2C1 | 1.89
C[C@H](CO)N1C[C@H](C)[C@H](CN(C)S(=O)(=O)c2cccs2)Oc2ncc(-c3cc4ccccc4o3)cc2C1=O | -1.38
OC[C@H]1Nc2ccc(C#Cc3ccc(F)cc3)cc2[C@H]2[C@@H]1CCN2Cc1ccc2c(c1)OCO2 | 1.96
COc1cccc(C#Cc2ccc([C@@H]3[C@@H](CO)N(C(=O)C4CC4)[C@H]3C#N)cc2)c1 | 0.92
CO[C@H]1CN(C)C(=O)c2ccc(NC(=O)Nc3ccccc3Cl)cc2OC[C@@H](C)NC[C@@H]1C | -0.955
O=C(c1ccccc1F)N1CC(=O)N2[C@H](CO)[C@H](c3ccc(C#Cc4ccc(F)cc4)cc3)[C@H]2C1 | 0.201
O=C(Nc1ccc(C(F)(F)F)cc1)Nc1ccc2c(c1)[C@@H]1C[C@H](CC(=O)N3CCc4ccccc4C3)O[C@@H](CO)[C@@H]1O2 | -0.964
CCc1csc(N2[C@@H](C#N)[C@H](c3ccc(C#Cc4ccc(F)cc4)cc3)[C@@H]2CO)n1 | 3.38
O=C(C[C@@H]1CC[C@@H]2[C@H](COC[C@H](O)CN2S(=O)(=O)c2ccccc2F)O1)N1CCC(Cc2ccccc2)CC1 | -0.687
CC(C)NC(=O)N1[C@@H](CO)[C@H](c2ccccc2)[C@@H]1CN(C)C(=O)c1ccncc1 | 3.6
COc1ccc(-c2ccc(C3[C@H]4CNC[C@@H]3N4C(=O)NC3CCCC3)cc2)cc1 (some centres undefined) | 3.02
COCC(=O)N1[C@H](C#N)[C@H](c2ccc(-c3cccnc3)cc2)[C@@H]1CO | 2.48
O=C(C1CCC1)N1C[C@@H]2N[C@H](C1)C2c1ccc(/C=C/c2ccccc2)cc1 (some centres undefined) | -1.7&-2.89

(further entries)
SMILES | IDE exosite inh
COc1cccc(-c2ccc(C3[C@H]4CNC[C@@H]3N4C(=O)NC3CCCCC3)cc2)c1 (some centres undefined) | -3.77*!
N#Cc1ccc(-c2ccc([C@@H]3[C@@H](CO)N4CCCCN(C(=O)Nc5ccc(F)cc5)C[C@@H]34)cc2)cc1 | 1.75
CO[C@H]1CN(C)C(=O)c2cc(NC(C)=O)ccc2OC[C@H](C)N(C(=O)Cc2ccccn2)C[C@@H]1C | -0.293
O=C(C[C@H]1CC[C@@H]2[C@H](COC[C@H](O)CN2CCc2ccccc2)O1)NCCCN1CCOCC1 | 0.342
COc1cccc(S(=O)(=O)N2C[C@H](O)COC[C@H]3O[C@@H](CC(=O)NCCCN4CCOCC4)CC[C@@H]32)c1 | 0.722
C[C@@H]1CCCCO[C@@H](CN(C)S(=O)(=O)c2ccccc2)[C@@H](C)CN([C@H](C)CO)C(=O)c2cc(NC(=O)Nc3ccc4c(c3)OCO4)ccc2O1 | 1.4
O=C(C[C@H]1CC[C@@H]2[C@H](COC[C@@H](O)CN2CCC(F)(F)F)O1)NCc1ccc2c(c1)OCO2 | 0.453
O=C1CNC[C@@H]2[C@@H](c3ccc(-c4ccccc4F)cc3)[C@@H](CO)N12 | -2.83
COc1ccccc1-c1ccc([C@@H]2[C@@H](CO)N3CCCCN(C(=O)NC4CCCC4)C[C@@H]23)cc1 | -4.68*
Cc1ccc(-c2ccccc2[C@@H]2[C@@H](C#N)N(C(=O)Cc3cccnc3)[C@H]2CO)cc1 | 4.65
CC(C)COC(=O)N(C)C[C@H]1OCc2ccccc2-c2ccccc2C(=O)N([C@@H](C)CO)C[C@@H]1C | -1.1
CCN(C[C@@H]1[C@H](c2ccccc2)[C@@H](CO)N1C(C)=O)C(=O)c1ccccn1 | 0.883
C[C@H](CO)N1C[C@H](C)[C@H](CN(C)C(=O)Nc2ccccc2)OCCCC[C@H](C)Oc2ccc(NC(=O)Nc3ccccc3)cc2C1=O | -0.133
O=C(Nc1ccc(F)cc1)N1CC(=O)N2[C@@H](CO)[C@H](c3ccc(Br)cc3)[C@@H]2C1 | 1.2
O=C(Cc1ccccc1)N1CC(=O)N2[C@H](C1)[C@H](c1ccc(C3=CCCC3)cc1)[C@@H]2CO | 0.163
O=S(=O)(c1ccc(F)cc1)N1CCCCN2[C@H](CO)[C@H](c3ccc(C4=CCCCC4)cc3)[C@@H]2C1 | 3.96
C[C@@H]1CCCCO[C@@H](CN(C)C(=O)Nc2ccccc2)[C@@H](C)CN([C@H](C)CO)C(=O)c2cc(NC(=O)Nc3ccccc3)ccc2O1 | -0.707
O=C1CN(S(=O)(=O)Cc2ccccc2)C[C@@H]2[C@H](c3ccc(C#Cc4ccc(F)cc4)cc3)[C@@H](CO)N12 | 0.0515
Cc1cccc(S(=O)(=O)N2CCCCN3[C@@H](CO)[C@H](c4ccc(C#C[C@@H](C)O)cc4)[C@@H]3C2)c1 | -0.296
O=C(Nc1ccccc1F)N1CCCCN2[C@H](C1)[C@H](c1ccc(-c3cccnc3)cc1)[C@@H]2CO | 0.335
O=C(c1ccc(F)cc1)N1CC(=O)N2[C@H](CO)[C@@H](c3ccc(C#CC4CC4)cc3)[C@H]2C1 | -1.17
O=C(Nc1cccc(F)c1)N1CC(=O)N2[C@@H](CO)[C@@H](c3ccc(-c4ccccc4F)cc3)[C@@H]2C1 | -1.88
COc1ccc(C#Cc2ccc([C@H]3[C@@H](CO)N4CCCCN(C(=O)Nc5ccc(F)cc5)C[C@H]34)cc2)cc1 | 5.25
O=C(c1cccc(F)c1)N1CC(=O)N2[C@H](CO)[C@H](c3ccc(-c4ccccc4F)cc3)[C@H]2C1 | -4.76*
COc1cccc(S(=O)(=O)Nc2ccc3c(c2)C(=O)N(C)C[C@H](OC)[C@@H](C)CN(Cc2ccccc2F)[C@@H](C)CO3)c1 | -0.735

Next part
SMILES | IDE exosite inh
C[C@@H]1CCCCO[C@H](CN(C)S(=O)(=O)c2ccc(F)cc2)[C@@H](C)CN([C@H](C)CO)C(=O)c2cc(NC(=O)CCCCCC(=O)Nc3ccccc3N)ccc2O1 | -0.105
Cc1cccc(-c2ccc([C@@H]3[C@@H](CO)N4CCCCN(C(=O)c5ccc6c(c5)OCO6)C[C@H]34)cc2)c1 | 0.501
C[C@@H]1CN([C@@H](C)CO)C(=O)CCCn2cc(nn2)CO[C@@H]1CN(C)C(=O)Nc1ccc2c(c1)OCO2 | -0.98
COc1ccc2c3c([nH]c2c1)[C@@H](CO)N(Cc1ccc(Cl)cc1)CC31CCN(Cc2nccs2)CC1 | -0.342
O=C(c1ccc2c(c1)OCO2)N1CC(=O)N2[C@H](C1)[C@H](c1ccc(-c3ccccc3)cc1)[C@@H]2CO | 3.5
O=C(Nc1ccccc1F)N1CCCCN2[C@@H](CO)[C@@H](c3ccc(C#Cc4cccnc4)cc3)[C@@H]2C1 | -0.0435
CCCNC(=O)N1[C@@H](C#N)[C@H](c2ccc(-c3cccnc3)cc2)[C@@H]1CO | 0.63
Cc1noc(C)c1NC(=O)Nc1ccc2c(c1)C(=O)N([C@@H](C)CO)C[C@@H](C)[C@H](CN(C)S(=O)(=O)c1cccs1)OCCCC[C@@H](C)O2 | 1.43
N#C[C@H]1[C@@H](c2ccccc2-c2ccccc2)[C@@H](CO)N1C(=O)Cc1ccncc1 | -1.11
C[C@@H]1CN([C@@H](C)CO)C(=O)c2c(c3ccccc3n2C)-c2ccccc2CO[C@H]1CN(C)C(=O)[C@@H]1CCCN1C | 0.433
CC(C)CC#Cc1ccc([C@H]2[C@@H](CO)N3C(=O)CN(C(=O)NC(C)C)C[C@@H]23)cc1 | 0.233
O=C(Nc1ccccc1F)N1[C@@H]2CNC[C@H]1C2c1ccc(-c2ccccc2)cc1 (some centres undefined) | 2.99&-0.0842
COCC(=O)N1[C@H](C#N)[C@H](c2ccc(C#CCC3CCCC3)cc2)[C@H]1CO | 0.717
C[C@@H]1CCCCO[C@@H](CN(C)CC2CCCCC2)[C@@H](C)CN([C@H](C)CO)C(=O)c2cc(NS(C)(=O)=O)ccc2O1 | -0.105
C[C@H]1CN([C@@H](C)CO)C(=O)Cc2cc(NC(=O)CCC(F)(F)F)ccc2O[C@H]1CN(C)CC1CC1 | 0.386
O=C(NCC1CCCCC1)[C@@H]1[C@@H](CO)[C@@H]2Cn3c(ccc(-c4ccc(F)cc4)c3=O)[C@H]1N2 | 1.12
N#C[C@H]1[C@@H](c2ccccc2-c2ccc(F)cc2)[C@H](CO)N1c1ncc(-c2ccccc2)s1 | 3.42
COc1ccc(-c2ccc([C@H]3[C@@H](CO)N4C(=O)CN(C(=O)c5cccnc5)C[C@H]34)cc2)cc1 | -4.9*
COc1ccc2c3c(n(C)c2c1)[C@@H](CO)N(C(=O)CN(C)C)CC31CN(Cc2nccs2)C1 | -1.17
Cc1ccc(OC(=O)N(C)C[C@@H]2OCc3ccccc3-c3ccccc3C(=O)N([C@@H](C)CO)C[C@H]2C)cc1 | 0.345
CCc1cnc(N2[C@H](C#N)[C@H](c3ccc(C#Cc4ccccc4F)cc3)[C@H]2CO)s1 | -1.58
OC[C@@H]1[C@@H](c2ccc(-c3ccccc3F)cc2)[C@@H]2CN(Cc3ccncc3)CCCCN12 | -1.46
O=C(Nc1cccc(F)c1)N1C[C@H]2[C@@H](c3ccccc31)[C@H](CO)N2C(=O)Cc1ccccn1 | 0.0849
CC(=O)N(C)C[C@H]1[C@@H](c2ccc(-c3ccccc3)cc2)[C@@H](CO)N1C(=O)C1CC1 | 0.811
C[C@H]1CCCCO[C@H](CN(C)Cc2ccncc2)[C@@H](C)CN([C@@H](C)CO)C(=O)c2cc(NS(=O)(=O)c3ccc(Cl)cc3)ccc2O1 | -0.516

Additional structures.
SMILES | IDE exosite inh
O=C(Nc1ccc2c(c1)[C@@H]1C[C@@H](CC(=O)N3CCCCC3)O[C@H](CO)[C@@H]1O2)NC1CCCCC1 | -0.181
COc1ccc(CN(C)C[C@H]2OCCCC[C@@H](C)Oc3ccc(NC(=O)C4CCCCC4)cc3C(=O)N([C@@H](C)CO)C[C@H]2C)cc1 | -0.595
N#C[C@H]1[C@@H](c2ccc(-c3ccc(F)cc3)cc2)[C@@H](CO)N1C(=O)Cc1ccccc1 | 1.28
COc1ccccc1C#Cc1ccc2c(c1)[C@H]1[C@H](CCN1C(=O)c1ccncc1)[C@@H](CO)N2 | -0.634
CC(C)NC(=O)N(C)C[C@H]1Oc2ccc(NC(=O)Cc3ccccc3)cc2CC(=O)N([C@H](C)CO)C[C@H]1C | 1.22
COCC(=O)NC[C@@H]1[C@@H](c2ccccc2)[C@@H](CO)N1C(C)=O | 5.07
COc1ccccc1S(=O)(=O)N1C[C@@H]2N[C@H](C1)C2c1ccc(-c2cccnc2)cc1 (some centres undefined) | 1.13&0.193
O=C(C1CCOCC1)N1CC(=O)N2[C@@H](CO)[C@@H](c3ccc(C#CC4CC4)cc3)[C@@H]2C1 | 2.16
O=C(NCC[C@@H]1CC[C@H](NC(=O)c2ccncc2)[C@@H](CO)O1)Nc1ccc(Cl)cc1 | 3.33

Arranged by SMILES length (smallest number first): part of the list above.
SMILES | IDE exosite inh
COc1ccc(-c2ccc(C3[C@H]4CNC[C@@H]3N4C(=O)NC3CCCC3)cc2)cc1 (some centres undefined) | 3.02
CCc1csc(N2[C@@H](C#N)[C@H](c3ccc(C#Cc4ccc(F)cc4)cc3)[C@@H]2CO)n1 | 3.38
CC(=O)N(C)C[C@H]1[C@@H](c2ccc(-c3ccccc3)cc2)[C@@H](CO)N1C(=O)C1CC1 | 0.811
O=C(C1CCOCC1)N1CC(=O)N2[C@@H](CO)[C@@H](c3ccc(C#CC4CC4)cc3)[C@@H]2C1 | 2.16
O=C(c1ccc(F)cc1)N1CC(=O)N2[C@H](CO)[C@@H](c3ccc(C#CC4CC4)cc3)[C@H]2C1 | -1.17
O=C(Nc1ccccc1F)N1CCCCN2[C@@H](CO)[C@@H](c3ccc(C#Cc4cccnc4)cc3)[C@@H]2C1 | -0.0435
O=S(=O)(c1ccc(F)cc1)N1CCCCN2[C@H](CO)[C@H](c3ccc(C4=CCCCC4)cc3)[C@@H]2C1 | 3.96
O=C(Nc1cccc(F)c1)N1CC(=O)N2[C@@H](CO)[C@@H](c3ccc(-c4ccccc4F)cc3)[C@@H]2C1 | -1.88
Cc1ccc(OC(=O)N(C)C[C@@H]2OCc3ccccc3-c3ccccc3C(=O)N([C@@H](C)CO)C[C@H]2C)cc1 | 0.345
Cc1cccc(-c2ccc([C@@H]3[C@@H](CO)N4CCCCN(C(=O)c5ccc6c(c5)OCO6)C[C@H]34)cc2)c1 | 0.501
C[C@H](CO)N1C[C@H](C)[C@H](CN(C)S(=O)(=O)c2cccs2)Oc2ncc(-c3cc4ccccc4o3)cc2C1=O | -1.38
Cc1noc(C)c1NC(=O)Nc1ccc2c(c1)C(=O)N([C@@H](C)CO)C[C@@H](C)[C@H](CN(C)S(=O)(=O)c1cccs1)OCCCC[C@@H](C)O2 | 1.43
